# Compound activity: PubChem, several laboratories
# Tn6 DDE FP = inhibitors of Tn6 peptide binding to human fibrin DD(E) | P02675 | Fibrin DD(E) TRITC-Tn6 fluorescence polarization displacement | inhibition, % at 8.3 µM | 0.21% of 370,000 active | AID 720509;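 active = inhibition above a per-campaign cutoff: mean of compounds within control limits plus 3 SD, cut at about 15% in these data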;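 also: 0% = median of all compound wells on the plate and 100% = blocking peptide control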
# Target sequence (P02675 whole entry, looked up): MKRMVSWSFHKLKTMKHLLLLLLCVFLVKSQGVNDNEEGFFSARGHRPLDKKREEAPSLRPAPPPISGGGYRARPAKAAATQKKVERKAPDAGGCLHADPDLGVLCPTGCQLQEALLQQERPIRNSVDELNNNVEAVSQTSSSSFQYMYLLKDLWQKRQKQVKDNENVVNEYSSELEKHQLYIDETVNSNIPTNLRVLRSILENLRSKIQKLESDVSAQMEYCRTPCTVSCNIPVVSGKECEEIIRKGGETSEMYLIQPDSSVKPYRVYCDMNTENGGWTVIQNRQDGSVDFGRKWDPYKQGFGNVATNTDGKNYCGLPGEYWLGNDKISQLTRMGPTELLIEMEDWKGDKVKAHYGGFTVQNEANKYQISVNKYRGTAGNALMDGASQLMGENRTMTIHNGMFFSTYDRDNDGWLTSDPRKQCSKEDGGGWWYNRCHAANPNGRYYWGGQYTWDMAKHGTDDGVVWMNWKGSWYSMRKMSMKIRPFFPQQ
# sPLA2-III inh = Inhibits HGIII-sPLA2 liposome hydrolysis, primary screen; QFRET BODIPY PC-A2 liposome hydrolysis, fluorescence; inhibition, % at 12.2 µM; 0.56% of 370,000 active;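 active = inhibition above mean plus 3 SD of compounds lying within the high and low control bounds, cut at about 19% in these data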;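 also: 0% = median of test compound wells and 100% = no enzyme DMSO wells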
# rCAG RNA binder = molecules binding r(CAG) RNA repeats. r(CAG) RNA repeat, TO-PRO-1 dye displacement fluorescence. inhibition, % at 3 µM. 1.3% of 370,000 active. AID 651821;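 active = inhibition above the plate cutoff, the mean of all test compounds on that plate plus 3 SD, cut at about 35% in these data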;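 also: 0% = DMSO alone and 100% = 100 µM mitoxantrone as full dye displacement; higher means more dye released from RNA so lower well fluorescence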
# GAA850 FXN act = frataxin GAA850 promoter activation; HEK293 lucGAA850 FXN promoter luciferase reporter, 24 h; percent of 10 µM SAHA response; activation, % at 6 µM; 0.56% of 360,000 active; AID 540364;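 active = activation above the average of all compounds screened plus 3 SD, cutoff fixed separately per campaign, cut at about 7.5% in these data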;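 also: 0% = DMSO wells and 100% = 10 µM SAHA wells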
# ADAM10 inh = inhibits human ADAM10. inhibition, % at 7 µM. O14672. 0.62% of 370,000 active. recombinant ADAM10, EDANS/DABCYL FRET peptide cleavage, 3 h;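 active = inhibition above a per-campaign cutoff equal to the mean of compounds falling between control-based bounds plus 3 SD, cut at about 20% in these data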;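 also: 0% = DMSO wells while the 100% control is not disclosed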
# ARFGAP1 inhibitor = rat ARFGAP1 inhibition; 0.26% of 360,000 active; Arfgap1-stimulated ARF1 GTP hydrolysis, GDP FP detection; inhibition, % at 16.5 µM; Q62848;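 active = inhibition above a per-plate limit, mean inhibition of low control wells plus 3 SD, cut at about 25% in these data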;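 also: 0% = DMSO wells with enzyme and 100% = wells lacking Arfgap1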
# Target sequence (Q62848 1-136 limits assumed): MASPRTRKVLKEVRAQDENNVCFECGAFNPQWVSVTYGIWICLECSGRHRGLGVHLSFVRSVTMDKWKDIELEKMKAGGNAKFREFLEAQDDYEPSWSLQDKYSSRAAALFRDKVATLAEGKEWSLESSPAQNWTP
#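 Assay system: purified rat His6-Arfgap1 residues 1-136 (GAP domain); Reagent: human Δ17 ARF1 bound to GTP; Dosing: 16.5 µM single point, 1.26% DMSO; Times: GTP hydrolysis reaction 2 h at 25 °C; Signal: FP, GDP Alexa 633 tracer displaced from anti-GDP antibody, 620/688 nm; Measure: % inhibition from polarization.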
# ASAP1 GAP inh = ASAP1 ArfGAP inhibition. AID 624377. ASAP1-stimulated ARF1 GTP hydrolysis, GDP FP detection. inhibition, % at 16.5 µM. 0.19% of 360,000 active. Q9ULH1; in the data active = inhibition above about 25%;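 also: 0% = vehicle with enzyme and substrate and 100% = no enzyme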
# Target sequence (Q9ULH1 325-724 limits assumed): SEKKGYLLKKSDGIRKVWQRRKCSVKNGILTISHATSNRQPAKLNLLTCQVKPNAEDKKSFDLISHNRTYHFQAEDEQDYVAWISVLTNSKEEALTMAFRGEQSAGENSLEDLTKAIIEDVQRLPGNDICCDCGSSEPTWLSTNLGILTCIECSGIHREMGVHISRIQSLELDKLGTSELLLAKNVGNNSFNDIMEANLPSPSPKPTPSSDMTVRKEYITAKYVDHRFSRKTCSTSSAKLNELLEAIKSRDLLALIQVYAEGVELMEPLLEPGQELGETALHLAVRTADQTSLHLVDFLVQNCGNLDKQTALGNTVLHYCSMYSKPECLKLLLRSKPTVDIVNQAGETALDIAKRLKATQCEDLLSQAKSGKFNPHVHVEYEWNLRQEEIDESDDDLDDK
# KLK7 zymogen act = activates the human kallikrein-7 zymogen; AID 652039; purified proKLK7, EDANS-DABCYL substrate fluorescence; 100% is mature enzyme control, 0% vehicle; P49862; activation, % at 7 µM; 0.9% of 370,000 active;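 active = activation above the mean of all tested compounds plus 3 SD, computed per campaign excluding outliers beyond control limits, cut at about 13% in these data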
# NPR1 activator = GC-A (human) enzyme activation; 0.14% of 370,000 active; HEK293 GC-A cells, cGMP TR-FRET, EC30 ANP; 0% at EC30 ANP, 100% saturating ANP; activation, % at 10 µM; AID 1671463; in the data active = activation above about 40%
# GC-B act = GC-B (human) receptor activation; activation, % at 10 µM; P20594; HEK293-GC-B cells, CNP EC30, cGMP TR-FRET; 0% at EC30 CNP, 100% saturating CNP; 0.11% of 370,000 active;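 active = activation at 10 µM reaching about 35% in either raw or pattern-adjusted values, limit read from the data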
# * marks the source's active call; other numbers are inactive results; / = not tested or not shown.
SMILES,Tn6 DDE FP,sPLA2-III inh,rCAG RNA binder,GAA850 FXN act,ADAM10 inh,ARFGAP1 inhibitor,ASAP1 GAP inh,KLK7 zymogen act,NPR1 activator,GC-B act
O=C(Nc1ccc2c(c1)nc1n2CCSC1)c1ccco1,-5.0,-4.2,8.2,2.9,-10.7,-6.7,6.6,-41.0,-4.7,-7.4
CC(C)OCCCNC(=O)CN1C(=O)/C(=C/c2ccccc2)Sc2ccccc21,-0.2,-10.8,-5.0,-2.0,-2.2,5.4,3.5,0.2,-6.0,-1.5
COC(=O)Nc1ccc(SCC(=O)c2ccc(Cl)cc2)cc1,4.6,-59.8,1.6,4.2,8.0,-2.0,12.0,0.6,-1.8,-3.4
Cc1ccc(NC(=O)C(=O)Nc2ccccn2)cc1,-4.6,-2.1,-2.3,-1.7,3.3,3.5,-12.4,0.2,6.9,10.5
CC1CC(C)CN(C(=O)CNC(=O)c2sc3ccccc3c2Cl)C1 (stereo not given),-0.8,-4.6,-1.3,2.9,-1.7,14.9,-2.6,0.7,0.3,1.7
CCN1CCc2c(sc(NC(=O)c3ccc(C(=O)c4ccccc4)cc3)c2C(N)=O)C1,-7.4,-22.8,-0.1,1.2,-14.2,-5.7,11.8,0.1,0.8,-6.9
Clc1ccccc1N1CCN(Cc2c[nH]c3ccccc23)CC1,-1.9,-45.7,-4.4,-2.0,3.4,-0.9,0.9,-0.2,-4.6,4.5
COc1ccc(CCNC(=O)C(=O)NCC2CCCN2S(=O)(=O)c2cccs2)cc1OC (stereo not given),-8.2,0.3,0.3,2.3,1.8,-10.5,5.0,-0.1,2.5,8.1
Cc1noc(/C=C/c2ccco2)c1S(=O)(=O)N1CCC(C(=O)N(C)Cc2ccccc2)CC1,5.5,-7.4,13.4,-0.8,1.4,-0.8,-4.2,-0.9,-5.5,-8.5
COc1ccc(CC(=O)N/N=C/C=C/c2ccc3c(c2)OCO3)cc1OC,5.1,7.7,-2.4,2.5,-124.1,7.6,4.0,1.2,-1.6,-0.5
Cc1ccc(NC(=O)COC(=O)c2c(-c3ccccc3)noc2C)cc1,2.1,-12.9,0.4,1.4,-9.5,8.9,8.7,0.1,-2.3,0.0
CCOC(=O)C1(C)CCCN(C(=O)c2ccccc2OC(F)(F)F)C1 (stereo not given),2.3,2.5,-1.0,-0.7,0.1,14.3,-8.0,0.3,-0.1,4.3
Cc1cc(CNC(=O)CC2C(=O)NCCN2CC(C)(C)C)nn1C (stereo not given),2.8,-0.4,-7.2,2.0,-12.8,8.3,-11.7,0.4,1.5,2.5
CCO[C@H]1OC(C(=O)N2CCN(Cc3ccc4c(c3)OCO4)CC2)=C[C@@H](C)[C@@H]1CCCO,8.2,-2.0,-8.0,0.0,8.1,9.6,-4.2,0.4,2.8,5.0
Cc1cc(/C=C2\SC(=O)NC2=O)c(C)n1-c1ccc(N2CCOCC2)cc1,5.4,6.9,12.8,0.8,-2.0,-4.8,4.4,0.2,-6.5,-2.8
CCOc1ccccc1NC(=O)CSc1n[nH]c(=O)n1-c1ccccc1,-3.0,-7.5,-2.8,-1.2,-0.2,2.5,-6.2,0.4,-0.9,-0.7
CSc1ncccc1C(=O)NC1CCCc2c1cnn2-c1ccc(C)c(C)c1 (stereo not given),-5.0,-5.6,-2.7,0.5,4.2,4.2,-6.7,-1.1,-4.4,4.0
O=C(CCNC(=O)c1ccccc1Cl)Nc1cc(C(F)(F)F)ccc1N1CCCC1,8.5,1.5,-4.4,-0.2,0.5,10.2,7.3,0.3,-1.1,1.0
Cc1cc(NCCCn2ccnc2)n2nc(C)c(-c3ccc(Cl)cc3)c2n1,5.7,-19.9,-0.9,-1.8,-131.9,2.6,-8.7,-1.4,10.6,4.6
COc1ccc2c(C)c(C)c(=O)oc2c1OC,3.3,5.0,-3.2,2.5,-229.6,0.8,-20.4,4.4,4.5,-0.1

# Three compounds from above, sorted by the number in GC-B act, rising.
smiles | Tn6 DDE FP | sPLA2-III inh | ADAM10 inh | ARFGAP1 inhibitor | ASAP1 GAP inh | KLK7 zymogen act | NPR1 activator | GC-B act
COC(=O)Nc1ccc(SCC(=O)c2ccc(Cl)cc2)cc1 | 4.6 | -59.8 | 8.0 | -2.0 | 12.0 | 0.6 | -1.8 | -3.4
COc1ccc(CC(=O)N/N=C/C=C/c2ccc3c(c2)OCO3)cc1OC | 5.1 | 7.7 | -124.1 | 7.6 | 4.0 | 1.2 | -1.6 | -0.5
Cc1cc(NCCCn2ccnc2)n2nc(C)c(-c3ccc(Cl)cc3)c2n1 | 5.7 | -19.9 | -131.9 | 2.6 | -8.7 | -1.4 | 10.6 | 4.6

# Continuation:
SMILES,Tn6 DDE FP,sPLA2-III inh,rCAG RNA binder,GAA850 FXN act,ADAM10 inh,ARFGAP1 inhibitor,ASAP1 GAP inh,KLK7 zymogen act,NPR1 activator,GC-B act
COc1cc(C(=O)OCC(=O)Nc2ccccc2C(=O)NC2CC2)c([N+](=O)[O-])cc1OC,-4.7,-3.5,0.6,1.4,-4.2,18.4,11.5,-0.1,-4.3,-2.8
O=[N+]([O-])c1ccc(/C=C/c2ccc3cccc(O)c3n2)cc1,-4.3,3.2,18.2,2.5,3.3,0.9,6.6,-1.2,-0.1,-2.5
CCCCCN(C(=O)CCC(=O)OCC(=O)N1CCCCC1CC)c1c(N)n(CCCC)c(=O)[nH]c1=O (stereo not given),2.4,0.1,-1.4,-1.2,-11.9,7.2,-10.1,-0.7,1.9,0.1
CN1CCN(c2cc(C(F)(F)F)nc(-c3ccccn3)n2)CC1,5.0,-6.9,-5.8,0.8,-7.9,4.9,-15.4,-0.2,5.4,5.0
CCc1ccc(NC(=O)CCn2ccnc2C)cc1,6.5,-4.0,2.4,1.4,1.1,-1.8,-1.1,0.2,2.5,-2.0
COc1cc(C(=O)NC2CC(C)(C)NC(C)(C)C2)cc(OC)c1OC,-1.9,2.5,2.1,0.2,4.3,0.7,-15.2,-0.4,-1.3,-2.2
CN(C)CC(CCCCC(CN(C)C)C(=O)c1ccccc1)C(=O)c1ccccc1 (stereo not given),-3.8,-0.7,-5.9,-0.7,-1.7,-8.3,-12.9,-0.4,1.2,-2.1
CCCCCNC(=O)CC1Nc2c3ccccc3nc(=S)n2C1=O (stereo not given),-6.3,17.6,3.5,2.0,-10.1,12.0,3.0,-0.5,4.6,16.0
CN(C)CCN(C(=O)C1=COCCO1)c1nc2ccc(Cl)cc2s1,0.4,-2.5,-3.5,5.0,-2.8,5.8,1.0,0.3,2.5,-7.4
C[C@@H]1CN([C@H](C)CO)S(=O)(=O)c2ccc(Br)cc2O[C@H]1CN(C)C(=O)Nc1ccc(F)cc1,-4.0,-3.4,1.7,-1.3,-13.1,9.3,10.0,-0.5,-2.7,-5.7
O=C(NCC(c1ccco1)N1CCc2ccccc21)C(=O)Nc1ccc(F)cc1F (stereo not given),-0.1,-3.5,3.7,-4.3,0.6,16.7,-3.8,-0.4,1.3,1.0
COC(=O)C1=C(C)N(CC(C)C)C(=S)NC1c1cccc(F)c1 (stereo not given),-5.4,13.3,-0.2,/,-0.2,-5.7,-8.8,0.1,-2.9,-18.3
COc1ccc(NC(=O)c2cc3nc(-c4ccccc4)cc(-c4ccccc4)n3n2)c(OC)c1,-1.6,9.7,9.2,-0.4,-17.8,9.1,7.6,-0.8,-1.6,-3.2
CC(=O)Cc1nsc(NC(=O)c2ccc(-c3cccc(C(F)(F)F)c3)o2)n1,6.8,-8.1,5.0,-0.5,-11.0,-0.6,5.9,-0.5,-3.9,-3.8
CN(C)S(=O)(=O)c1cccc(NC(=S)Nc2cc(Cl)cc(Cl)c2)c1,3.0,4.0,9.4,-3.8,4.2,6.2,-0.3,-0.4,4.8,2.6
CCOC(=O)C1(CC2CCCCO2)CCN(C(=O)Nc2ccccc2)CC1 (stereo not given),1.4,2.4,-6.1,-1.4,-0.7,13.2,-8.9,-0.5,0.4,-2.2
CC(=O)N1CCCc2cc(S(=O)(=O)Nc3ccc4c(c3)OCO4)ccc21,-4.0,-6.4,2.4,0.3,1.5,-3.4,-0.5,-0.1,1.8,-1.6
CSc1ccc(/C=N/n2c(C)nnc2C)cc1,-6.3,8.2,0.2,1.4,-12.9,-0.9,1.8,-0.6,0.5,-0.7
Cc1c(Cl)c(-c2n[nH]c(=S)n2-c2ccccc2)nn1C,-5.5,1.5,0.1,-1.6,-3.2,2.1,-2.8,-0.6,4.0,3.2
COc1ccc(OC)c2c1sc(=NC(=O)C(C)C)n2C,5.3,7.7,1.8,2.1,1.5,9.5,0.1,-0.3,2.6,-5.4
Cc1cc(/C=C(\C#N)C(=O)O)c(C)n1C1CC1,-6.3,-0.8,3.3,1.1,-4.7,1.3,-9.5,1.0,1.2,-1.6
O=c1cc(O)c(-c2cccc(Cl)c2)c(Cl)[nH]1,-2.6,0.5,-0.2,-0.4,-2.4,2.1,-7.8,-0.8,5.0,4.3
COc1cccc(-n2nc(-c3ccnn3-c3cccc(Cl)c3)c(=O)n(C)c2=O)c1,0.9,1.5,-4.3,0.7,11.7,-0.4,-0.2,0.1,1.0,2.2
CCOc1cccc(C(=O)N2CCCCC2c2cccnc2)c1 (stereo not given),12.6,6.7,-3.7,-0.9,3.9,5.0,11.7,0.2,2.6,0.3
CCOC(=O)Nc1c(Cl)n(C)c(=O)n(C)c1=O,-2.9,1.6,-0.3,-2.7,2.6,-1.7,-12.0,0.3,0.7,0.5
CN(C)C(=O)CNC(=O)C1CCCCC1,-1.1,-1.0,-2.3,-0.8,-3.2,3.5,-5.2,0.7,-4.6,2.1
Cc1ccc(NC(=O)c2cc(NC(=O)C3CC=CCC3C(=O)O)ccc2N2CCOCC2)cc1 (stereo not given),-0.2,0.9,19.4,-1.9,-5.7,-5.3,9.4,0.0,-0.8,0.6
O=C(NCc1ccco1)/C(=C\C=C\c1ccccc1)NC(=O)c1ccccc1Br,-1.0,-8.0,7.7,0.2,-0.1,-2.2,9.1,0.1,6.7,3.3
O=C(CSCc1c(F)cccc1Cl)Nc1ccccc1C(=O)N1CCOCC1,6.0,-0.4,0.9,0.7,-1.6,-15.9,-1.8,-0.5,2.3,6.9
COCCN(CCOC)S(=O)(=O)c1ccc(NC(=O)c2cnccn2)cc1,-2.8,2.5,2.1,-0.3,10.0,13.3,-7.1,-0.6,-1.3,2.1
CCOC(=O)c1ccccc1NC(=O)COC(=O)Cc1ccccc1F,3.5,-19.5,-3.8,2.3,3.6,14.2,5.8,0.2,1.6,-5.7
COc1cccc(C(=O)Nc2nc(-c3ccc4c(c3)OCO4)cs2)c1,-5.3,1.9,7.0,-0.4,-2.2,2.1,-3.3,-13.7,6.9,0.5
CCOC(=O)Cn1c(=O)c2c(nc3n2CCN3c2ccc(C)cc2)n(C)c1=O,-4.3,5.3,4.3,/,10.2,-4.0,0.8,0.3,17.1,26.6
CCOc1cc(C2NC(=O)NC(c3ccccc3)=C2C(C)=O)ccc1OC(C)=O (stereo not given),-1.5,4.0,-5.6,0.8,-0.9,3.7,-1.5,0.2,-1.2,-3.8
COC(=O)c1cc(C(=O)OCC(=O)NNC(=O)c2cccs2)cc([N+](=O)[O-])c1,1.9,10.2,-0.1,1.5,-2.9,-14.2,-0.2,0.3,-2.2,3.6
